Screens deposited in PubChem BioAssay by The Scripps Research Institute Molecular Screening Center.
CHO-K1 Ca ag: counter-screen for M1 agonists: effect in parental CHO-K1 cells; Fluo-8 calcium fluorescence; scaled to maximal ATP response, vehicle zero; activation, % at 3 µM; actives 0.48% (n = 360,000); AID 602248, 2012; in the data active = activation above about 15%;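 note: untransfected CHO-K1 host cells lacking M1 receptor as counterscreen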
CHRM4 agonist: human M4 muscarinic receptor agonists, primary screen, CHO-K1 cells, Fluo-8 calcium fluorescence. Muscarinic acetylcholine receptor M4 (Homo sapiens), P08173. CHO-K1 hM4/Gqi5; vehicle 0%, full acetylcholine response 100%. activation, % at 3 µM. actives 0.14% (n = 360,000);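 active = activation above the run mean over all test wells plus 3 SD, cut at about 32% in these data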;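 note: peak over basal fluorescence ratio per well then scaled between controls; 0% = DMSO wells and 100% = acetylcholine at EC100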
Target sequence (P08173 whole entry, looked up): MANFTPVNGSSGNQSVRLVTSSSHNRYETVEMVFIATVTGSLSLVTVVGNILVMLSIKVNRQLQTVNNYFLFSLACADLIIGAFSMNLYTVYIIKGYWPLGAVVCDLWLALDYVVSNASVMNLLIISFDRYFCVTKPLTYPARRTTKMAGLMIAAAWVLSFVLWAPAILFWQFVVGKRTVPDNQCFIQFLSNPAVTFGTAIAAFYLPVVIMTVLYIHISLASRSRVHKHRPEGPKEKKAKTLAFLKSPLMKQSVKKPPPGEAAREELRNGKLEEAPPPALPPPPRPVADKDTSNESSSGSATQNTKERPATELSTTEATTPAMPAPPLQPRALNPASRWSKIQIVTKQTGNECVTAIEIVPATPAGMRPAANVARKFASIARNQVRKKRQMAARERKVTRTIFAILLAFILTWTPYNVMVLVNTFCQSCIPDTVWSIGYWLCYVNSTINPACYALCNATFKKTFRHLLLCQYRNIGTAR
CHRM5 antagonist: human M5 muscarinic receptor antagonists, primary screen, CHO cells, Fluo-8 calcium fluorescence. Muscarinic acetylcholine receptor M5 (Homo sapiens), P08912. CHO-hM5 cells, ACh EC80. inhibition, % at 3 µM. actives 0.59% (n = 360,000);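 active = inhibition above a per-plate cutoff, the mean of that plate's test compounds plus 3 SD, cut at about 27% in these data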;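 note: 0% = acetylcholine EC80 with DMSO and 100% = DMSO without agonist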
Target sequence (P08912 whole entry, looked up): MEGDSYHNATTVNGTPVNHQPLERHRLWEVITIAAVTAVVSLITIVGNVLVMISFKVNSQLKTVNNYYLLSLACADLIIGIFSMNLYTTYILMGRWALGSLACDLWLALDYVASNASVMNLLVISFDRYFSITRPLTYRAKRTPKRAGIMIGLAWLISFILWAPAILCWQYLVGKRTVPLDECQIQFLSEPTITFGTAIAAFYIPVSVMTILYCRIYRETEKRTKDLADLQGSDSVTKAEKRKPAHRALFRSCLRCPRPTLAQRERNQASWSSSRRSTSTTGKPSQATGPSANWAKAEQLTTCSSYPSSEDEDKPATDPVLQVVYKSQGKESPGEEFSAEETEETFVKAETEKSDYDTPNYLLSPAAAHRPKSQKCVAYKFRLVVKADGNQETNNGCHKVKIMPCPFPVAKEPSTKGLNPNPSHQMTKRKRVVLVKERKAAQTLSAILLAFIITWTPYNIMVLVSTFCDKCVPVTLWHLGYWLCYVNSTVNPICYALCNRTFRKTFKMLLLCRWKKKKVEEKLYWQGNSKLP
CHO-K1 Ca PAM: nonselective calcium activators in parental CHO-K1 cells, primary screen, counter-screen for M1 PAM project, cell-based, Fluo-8 calcium fluorescence, full deck, 1536-well; ATP EC20; 0% at ATP EC20, 100% at ATP max; activation, % at 3 µM; actives 0.02% (n = 360,000); AID 602247, 2012;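 active = activation above the run cutoff, the mean activation of all test compounds plus 3 SD, cut at about 40% in these data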;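 note: peak over basal fluorescence ratio in a 140 s read after ATP addition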
CHRM4 PAM: human M4 muscarinic receptor positive allosteric modulators, primary screen, CHO-K1 cells, Fluo-8 calcium fluorescence. Muscarinic acetylcholine receptor M4 (Homo sapiens), P08173. CHO-K1 hM4/Gqi5, ACh EC20; 0% = ACh EC20, 100% = maximal ACh. activation, % at 3 µM. actives 0.4% (n = 360,000). AID 624126, 2012;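 active = activation above its plate's cutoff, the mean activation of sample wells plus 3 SD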; note: some results filed as inactive read as strong as hits
M5 PAM: human M5 muscarinic receptor positive allosteric modulators, primary screen, CHO-K1 cells, Fluo-8 calcium fluorescence; Muscarinic acetylcholine receptor M5 (Homo sapiens), P08912; CHO-K1 hM5, ACh EC20 PAM; 0% = ACh EC20, 100% = ACh EC100; activation, % at 3 µM; actives 0.3% (n = 360,000); AID 624038, 2012;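 active = activation above the run cutoff, the mean activation of all test compounds plus 3 SD, cut at about 18% in these data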
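System: CHO-K1 cell line with stable human muscarinic M5 receptor expression | Also added: EC20 acetylcholine as agonist stimulus | Compound: One concentration, 3 µM final (nominal) | Timing: Fluo-8 loading 80 min at 37 °C plus 30 min room temperature | Measured by: Fluo-8 calcium dye fluorescence, kinetic read | Read-out basis: % activation, ACh-normalized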
CHRM4 antagonist: human M4 muscarinic receptor antagonists, primary screen, CHO cells, Fluo-8 calcium fluorescence; Muscarinic acetylcholine receptor M4 (Homo sapiens), P08173; CHO-hM4 cells, ACh EC80; inhibition, % at 3 µM; actives 0.73% (n = 360,000);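 active = inhibition above its plate's cutoff, the mean inhibition of sample wells plus 3 SD, cut at about 27% in these data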;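 note: 0% = acetylcholine EC80 with DMSO and 100% = DMSO without agonist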
CHO-K1 Ca antag: counter-screen for M1 antagonists: effect in parental CHO-K1 cells; ATP-induced calcium, Fluo-8 fluorescence; inhibition, % at 3 µM; actives 0.6% (n = 360,000);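 active = inhibition above a per-plate cutoff, the plate's mean sample inhibition plus 3 SD, cut at about 24% in these data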;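 note: 0% = DMSO plus EC80 ATP and 100% = DMSO alone without ATP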
CHRM5 agonist: human M5 muscarinic receptor agonists, primary screen, CHO-K1 cells, Fluo-8 calcium fluorescence; Muscarinic acetylcholine receptor M5 (Homo sapiens), P08912; CHO-K1 hM5 cells; 0% DMSO wells, 100% maximal acetylcholine response; activation, % at 3 µM; actives 0.19% (n = 360,000);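 active = activation above the run's mean over test compounds plus 3 SD, cut at about 23% in these data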;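 note: signal is peak over basal fluorescence ratio across the kinetic read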
The depositor's hits bear a star.

SMILES	CHO-K1 Ca ag	CHRM4 agonist	CHRM5 antagonist	CHO-K1 Ca PAM	CHRM4 PAM	M5 PAM	CHRM4 antagonist	CHO-K1 Ca antag	CHRM5 agonist
CC1Cc2ccccc2N1C(=O)CNc1cccc(S(=O)(=O)N2CCCC2)c1 (centres undefined)	0.4	2	-5	-13	-13	-2	6	14	0
Cc1ccc(-c2nc3ccc(Cl)cn3c2CC(C)(C)C)cc1	0.1	2	1	9	3	3	-7	0	-1
O=C(CCC1CCCN(C(=O)C2=CCCC2)C1)N1CCN(c2ccccn2)CC1 (centres undefined)	-0.3	1	-10	-2	2	-1	-21	8	2
Oc1ccccc1CNn1cnnc1	0.8	0	-3	21	6	4	6	-9	-2
CCCCCNS(=O)(=O)c1cc(C)ccc1OC	-0.2	0	2	16	11	1	-5	-12	-4
Cc1cc(C(=O)COC(=O)c2ccccc2O)c(C)n1CC1CCCO1 (centres undefined)	10	15	10	-3	-2	-18	-7	-6	4
O=C(O)c1ccccc1Nc1ccc([N+](=O)[O-])cc1	0.5	0	-9	26	4	4	-9	-12	-2
Cc1csc(NC(=O)C2COc3ccccc3O2)n1 (centres undefined)	0.5	1	12	18	14	-1	0	-16	-3
Cn1nnnc1SCC(=O)NNC(=O)c1ccc(Cl)cc1	0.1	1	-2	22	9	1	-8	-8	-3
Cc1c(C(=O)N2CCN(S(=O)(=O)c3ccccc3F)CC2)oc2c(Cl)cccc12	0.9	12	12	5	0	-10	-5	-11	10
Cc1ccc(S(=O)(=O)NCCC(=O)N2CCN(S(=O)(=O)c3ccccc3)CC2)cc1C	3.7	13	-4	17	3	3	1	7	5
COc1ccc(Cl)c(Cn2c(NCC(C)O)nc3c2c(=O)n(C)c(=O)n3C)c1 (centres undefined)	-0.2	0	-3	-9	-6	1	2	-2	-1
COc1ccc(CNS(=O)(=O)c2csc(C(N)=O)c2)cc1OC	0.6	0	4	21	-4	-5	-11	-18	-6
O=C(NC(=S)Nc1ccc(N2CCCCC2)cc1)c1ccco1	0.2	1	0	2	0	1	-1	-11	4
CCCN(C(=O)/C=C/c1ccco1)c1c(N)n(Cc2ccccc2)c(=O)[nH]c1=O	0.2	2	7	20	4	1	4	-10	0
CCOc1cc(C)c(S(=O)(=O)N2CCCCC2)cc1C	0.1	-1	2	7	0	3	-9	-13	-10
O=C(Nc1sc2c(c1C(=O)O)CCC2)c1ccccc1	-0.3	-1	8	-12	-3	-7	8	-8	-8
Cc1sc2nc(C3CC3)nc(SCC(=O)NCc3ccco3)c2c1C	0.6	1	-1	3	0	4	2	-18	-1
O=C(Nc1cccc(NC(=O)c2cccnc2)c1)c1ccccc1	3.0	10	3	-28	12	-12	-1	15	-3
O=C(CCNS(=O)(=O)c1ccc(Cl)cc1)N1CCCC1	0.2	0	-5	2	5	3	8	-4	-2
COCCn1nnnc1C(c1cc(OC)ccc1OC)N1CCc2ccccc2C1 (centres undefined)	0.3	0	-4	8	-2	0	3	-3	0
C/C(N)=C(/C#N)C(=O)COC(=O)c1ccccc1Cc1ccccc1	2.9	4	3	12	-6	-2	-2	-10	-3
CCN(C(=O)CSc1nc(N)cc(=O)[nH]1)C1CCS(=O)(=O)C1 (centres undefined)	0.2	1	5	12	-1	7	4	-18	5
COc1ccc(NS(=O)(=O)c2cccc(C(=O)NNC(=O)c3cncc(Br)c3)c2)cc1	5.7	0	9	1	-1	-10	-1	7	-2
CCC(NC(=O)NC1CCCCC1)c1ccccc1 (centres undefined)	0.6	0	-5	23	8	9	-2	-1	-4
O=C(NC(=S)Nc1nc(-c2cccc([N+](=O)[O-])c2)cs1)c1cc(Cl)ccc1Cl	0.5	2	6	9	5	4	-4	0	2
Cc1ccc(S(=O)(=O)NC(=O)NC(C)c2ccc(F)cc2)cc1 (centres undefined)	0.6	0	7	9	-2	-1	2	-5	-1
c1ccc2nc3c(nc2c1)CCc1nonc1-3	0.5	0	-2	10	-3	-6	7	-5	0
CN1CCC(=O)N([C@H](COc2ccccc2)Cc2ccccc2)CC1	0.7	3	2	15	8	-2	4	-21	3
O=S1(=O)CCOCCCN1Cc1ccccc1Br	0.2	0	9	9	-4	-4	11	-8	-2
COc1cccc(C#Cc2c(C=O)n(C)c3ccccc23)c1	0.6	0	3	14	-3	7	-7	-9	3
Cc1ccc(/C=N/Nc2ncnc3nc[nH]c23)cc1	-0.2	-1	5	16	9	3	0	1	-4
O=C(NCc1ccccc1)c1noc2c1CCCC2	0.1	1	-6	1	5	1	-8	-11	0
COc1ccccc1C(=O)Nc1ccnn1C1CCN(Cc2ccn[nH]2)CC1	1.4	2	3	20	-4	2	2	-14	-2
NNC(=O)CS(=O)(=O)c1ccc(Cl)cc1	5.0	15	4	6	-15	-2	-7	-1	3
COC12NC(=O)N(C)C1(OC)C(=O)N(C)C(=O)N2C (centres undefined)	0.1	0	7	7	-3	-2	11	-3	-1
CSc1ncccc1C(=O)OCC(=O)N1CCOCC1	-0.2	1	-7	1	5	3	3	-9	0
COC(=O)C1=C(C(=O)OC)SC2(S1)C(C(=O)OC)=C(C(=O)OC)SC1=C2c2cccc(C)c2NC1(C)C	-0.3	-3	8	8	6	-1	10	-4	-2
COCCNC(=O)CSc1ccc(-c2nc3ccccc3[nH]2)cn1	0.5	2	5	13	-6	-2	-3	-9	-1
CCOc1ccc(NC(=O)c2ccc(N3CC4CC(C3)c3cccc(=O)n3C4)c(NC(=O)CCN3CCOCC3)c2)cc1 (centres undefined)	1.5	2	-3	4	-2	7	-6	-8	-2

Filtered by structure: the compounds so far with fluorine (2)
SMILES	CHO-K1 Ca ag	CHRM4 agonist	CHRM5 antagonist	CHO-K1 Ca PAM	CHRM4 PAM	M5 PAM	CHRM4 antagonist	CHO-K1 Ca antag	CHRM5 agonist
Cc1c(C(=O)N2CCN(S(=O)(=O)c3ccccc3F)CC2)oc2c(Cl)cccc12	0.9	12	12	5	0	-10	-5	-11	10
Cc1ccc(S(=O)(=O)NC(=O)NC(C)c2ccc(F)cc2)cc1 (centres undefined)	0.6	0	7	9	-2	-1	2	-5	-1

The list goes on.
SMILES	CHO-K1 Ca ag	CHRM4 agonist	CHRM5 antagonist	CHO-K1 Ca PAM	CHRM4 PAM	M5 PAM	CHRM4 antagonist	CHO-K1 Ca antag	CHRM5 agonist
COc1ccc(NC(=O)C2CCCN2c2ccc(OC)c(OC)c2)cc1OC (centres undefined)	0.1	1	-10	14	6	-4	0	-1	-6
C[C@@H]1CN([C@@H](C)CO)S(=O)(=O)c2ccc(Br)cc2O[C@@H]1CN(C)C(=O)C1CC1	0.4	0	-3	13	0	0	-6	-10	1
COc1ccc(CCNC(=O)Cn2cnc3scc(-c4ccccc4)c3c2=O)cc1OC	0.8	3	-3	9	-2	0	-2	-4	0
O=C(CN1C(=O)CSc2ccc(S(=O)(=O)N3CCOCC3)cc21)N1CCCCC1	1.0	2	4	-2	5	1	-1	-12	-4
COc1cc(C(=O)N2CCCC(c3nc(-c4cccs4)no3)C2)cc(OC)c1OC (centres undefined)	0.2	2	-3	-7	11	-2	-2	3	1
CC(=O)Nc1ccc(NC(=O)CSc2nnc(COc3ccccc3C)n2CC2CCCO2)cc1 (centres undefined)	0.1	0	2	-6	-2	0	5	-5	2
CC(C)S(=O)(=O)c1csc(NC(=O)Nc2cc(Cl)ccc2Cl)c1Cl	0.5	1	4	12	-4	0	-7	-4	0
Cc1nccn1CCCNC(=O)CC1C(=O)NCCN1Cc1ccc(F)cc1Cl (centres undefined)	0.8	0	-10	24	5	0	-9	-7	-5
CCOC(=O)c1cccc(Nc2nc(-c3cccnc3)nc3ccccc23)c1	2.9	9	9	2	-19	-13	10	5	-4
COc1ccc2c(c1)OC1(C)CC2C(C(=O)c2ccccc2OC)C(=O)N1 (centres undefined)	-0.4	2	4	1	2	-6	-6	7	1

Arranged by the number under CHRM5 agonist (rising): 3 of the compounds above
SMILES,CHRM4 agonist,CHRM5 antagonist,CHRM4 PAM,CHRM4 antagonist,CHRM5 agonist
Cc1nccn1CCCNC(=O)CC1C(=O)NCCN1Cc1ccc(F)cc1Cl (centres undefined),0,-10,5,-9,-5
CCOC(=O)c1cccc(Nc2nc(-c3cccnc3)nc3ccccc23)c1,9,9,-19,10,-4
CC(=O)Nc1ccc(NC(=O)CSc2nnc(COc3ccccc3C)n2CC2CCCO2)cc1 (centres undefined),0,2,-2,5,2

Four compounds already listed, ordered by length of the SMILES, rising.
SMILES	CHO-K1 Ca ag	CHRM4 agonist	CHRM5 antagonist	CHO-K1 Ca PAM	CHRM4 PAM	M5 PAM	CHRM4 antagonist	CHO-K1 Ca antag	CHRM5 agonist
Cc1nccn1CCCNC(=O)CC1C(=O)NCCN1Cc1ccc(F)cc1Cl (centres undefined)	0.8	0	-10	24	5	0	-9	-7	-5
CC(C)S(=O)(=O)c1csc(NC(=O)Nc2cc(Cl)ccc2Cl)c1Cl	0.5	1	4	12	-4	0	-7	-4	0
COc1ccc(CCNC(=O)Cn2cnc3scc(-c4ccccc4)c3c2=O)cc1OC	0.8	3	-3	9	-2	0	-2	-4	0
C[C@@H]1CN([C@@H](C)CO)S(=O)(=O)c2ccc(Br)cc2O[C@@H]1CN(C)C(=O)C1CC1	0.4	0	-3	13	0	0	-6	-10	1

(cont.)
SMILES	CHO-K1 Ca ag	CHRM4 agonist	CHRM5 antagonist	CHO-K1 Ca PAM	CHRM4 PAM	M5 PAM	CHRM4 antagonist	CHO-K1 Ca antag	CHRM5 agonist
Cc1ccc(S(=O)(=O)CC(=O)c2ccccc2)cc1	0.1	0	13	-9	-5	-5	-2	-3	-3
CCOC(=O)C(NC(=O)c1ccccc1)(OCc1ccccc1)C(F)(F)F (centres undefined)	0.1	-2	1	3	-2	3	-3	-10	-7
Cc1ccc(C)c(N2CCN(CCCNC(=O)Cn3c(=O)c4cccn4c4cccnc43)CC2)c1	1.0	3	11	10	-3	-10	-2	-11	-9
CC1CN=C(N(Cc2ccccc2)C(=O)Nc2ccccc2)S1 (centres undefined)	0.7	2	10	17	-3	-14	-15	-3	-7
CN1C(=O)/C(=N\OC(=O)c2ccccc2Cl)c2ccccc21	0.0	0	-8	22	-3	2	4	-10	3
CCN(CC(=O)NCc1cccs1)C(=O)c1cccc(S(=O)(=O)Nc2ccc(OC)cc2)c1	0.6	2	-1	18	1	-3	-9	2	0
COc1ccc(S(=O)(=O)N2CCC(C(=O)NCc3cccnc3)CC2)cc1Cl	0.4	1	3	5	-3	3	7	-10	-3
CCOC(=O)c1sc2nc(OCCN3CCOCC3)cc(C)c2c1N	0.1	1	1	-4	12	-2	0	-4	2
